Bioassay records: PubChem BioAssay, Southern Research Specialized Biocontainment Screening Center
NS5 inhibitors = Dengue-2 NS5 methyltransferase inhibitors, primary screen, biochemical, confirmation dose response (AID 588689). Genome polyprotein (Dengue virus type 2 (strain 16681-PDK53)). Dengue-2 NS5 methyltransferase capping enzyme assay, biochemical; higher % means a stronger effect. inhibition, % at 25 µM; hits with a dose series show IC50 in µM. hit rate 0.3% among 340,000; in the data active means a potency from the dose series
NS5 inhibitors pilot replicate = second read-out of NS5 inhibitors, no call of its own (marks repeat the call); inhibition, %; measured here: pilot screen replicate inhibition
Active calls of the source: *.

SMILES	NS5 inhibitors	others
O=C(c1ncn2c1c(=O)[nH]c1ccccc12)N1CCc2ccccc2C1	-2%
Cc1noc(C)c1CSCC(=O)Nc1cc(S(C)(=O)=O)ccc1Cl	1%
Oc1ccc(Cl)cc1CNCc1ccc(Cl)nc1	-5%
CS(=O)(=O)c1ccc(C(=O)NNC(=O)c2cc(-c3ccccc3)n[nH]2)cc1	-5%
COc1cccc(-c2ncc3ccccc3c2COC(=O)N(C)C)c1	-2%
COc1ccccc1NC(=O)C(=O)Nc1ccc2c(c1)N(C(=O)C1CC1)CCC2	1%
NS(=O)(=O)c1ccc(CNC(=O)c2ccc(NS(=O)(=O)c3ccc4[nH]c(=O)[nH]c4c3)cc2)cc1	8%
COc1cc(NC(=O)NCc2ccco2)ccc1-c1ccc(NC(=O)NCc2ccco2)cc1OC	8%
CC1(C)OC(=O)NC1c1ccccc1 (stereo not given)	0%
CN(c1ccccc1)S(=O)(=O)c1ccc(C(=O)NNC(=O)c2ccccc2)cc1	1%
Cc1ccccc1C(=O)NCC(=O)OC(C)C(=O)Nc1ccnn1C(C)C (stereo not given)	-7%
CCN(C(=O)CN1C(=O)NC2(CCCC2)C1=O)c1nc2c(C)cccc2s1	-9%

Among those listed so far, these contain a halogen.
SMILES	NS5 inhibitors	others
Cc1noc(C)c1CSCC(=O)Nc1cc(S(C)(=O)=O)ccc1Cl	1%
Oc1ccc(Cl)cc1CNCc1ccc(Cl)nc1	-5%

Continued:
SMILES	NS5 inhibitors	others
C[C@H](O)[C@@H]1C(=O)N2CCc3ccc(-c4ccccc4)cc3[C@@H]2C[C@@H]1N(C)C(=S)Nc1ccc(F)cc1	-7%
COc1ccc(NC(=O)C[C@H]2C(=O)N(c3ccccc3)C[C@@H]2C)cc1	4%
COc1ccc(C2NC(=O)NC(C)=C2C(=O)OC2CCCCC2)cc1 (stereo not given)	-4%
Cc1cc(C(=O)NNC(=O)c2ccc(Cl)cc2Cl)c(C)o1	-1%
COc1ccc2oc(C(=O)NCc3ccccc3CN3CCCC3)c(C)c2c1	-3%
O=C(COC(=O)/C=C/c1cccc(F)c1)NC1CCCCC1	1%
CN(C(=O)CSc1nc(-c2cccs2)nc2ccccc12)C1CCS(=O)(=O)C1 (stereo not given)	-6%
COc1ccc(NS(=O)(=O)c2cccc(C(=O)NCc3cccnc3)c2)cc1	-1%
CC(=O)O[C@H]1[C@H](O)[C@H](Oc2c(O)c(C)c3c4c2[C@@H](C)CC[C@@H]4[C@@H](C)C[C@H]3C=C(C)C)O[C@@H](C)[C@H]1O	-3%
Cn1c(=S)c2[nH]c(SCc3cccnc3)nc2n(C)c1=O	-7%
Cc1ccc(S(=O)(=O)N2C[C@H]3n4c(=O)ccc(=O)n4C[C@H](OC(=O)NCc4ccccc4)[C@@]3(O)C2)cc1	-39%
CC1(c2ccc(Cl)cc2)NC(=O)N(CC(=O)Nc2ccc(N3CCCCC3)cc2)C1=O (stereo not given)	-3%

In the list so far, these have an NH in an aromatic ring:
SMILES	NS5 inhibitors	others
O=C(c1ncn2c1c(=O)[nH]c1ccccc12)N1CCc2ccccc2C1	-2%
CS(=O)(=O)c1ccc(C(=O)NNC(=O)c2cc(-c3ccccc3)n[nH]2)cc1	-5%
NS(=O)(=O)c1ccc(CNC(=O)c2ccc(NS(=O)(=O)c3ccc4[nH]c(=O)[nH]c4c3)cc2)cc1	8%
Cn1c(=S)c2[nH]c(SCc3cccnc3)nc2n(C)c1=O	-7%

Going on with the list.
SMILES	NS5 inhibitors	others
COc1ccc(-c2nc3c(C(=O)NCCN(C)C)cccc3c3ccccc23)cc1	-3%
COc1ccc(C)cc1NC(=O)COC(=O)c1ccc2ccccc2n1	-3%
CC(=O)c1ccc(CCCc2ccc(C(C)=O)cc2)cc1	1%
COc1ccc(-c2csc(N3CCC(C(N)=O)CC3)n2)cc1	-2%
O=C(O)c1ccc2c(c1)S(=O)(=O)c1cc(N3CCN(c4ncccn4)CC3)ccc1C2=O	-2%
CCCCNC(=O)CNC(=O)c1nn(-c2ccc(OC)c(OC)c2)c(=O)c2ccccc12	4%
CC1CCC(NC(=O)CN2C(=O)NC3(CCCCCC3)C2=O)CC1 (stereo not given)	1%
Cc1cc(C(=O)Nc2cc(S(C)(=O)=O)ccc2Cl)c(C)o1	-2%
O=C(O)Cc1ccc(S(=O)(=O)N2CCCC2)s1	-9%
CCOC(=O)c1cc(-c2sc(NC(=O)c3ccccc3)nc2C)n(-c2ccc(Br)cc2)n1	-2%
COc1cccc(-c2nnc(NC(=O)CCS(=O)(=O)c3ccc(C)cc3)o2)c1	-1%
CC(=O)C[C@H](O)CC(=O)[C@H]1OC(=O)CCCCCCCc2ccccc21	2%
CC(Oc1ccccc1Cl)C(=O)Nc1ccc(S(=O)(=O)N2CCCC2)cc1 (stereo not given)	-5%
O=C(COc1ccc(-n2cnnn2)cc1)Nc1ccccc1OC(F)F	-5%
CC(C)(C)C(=O)Nc1ccc(C(=O)COC(=O)c2ccccn2)cc1	2%
COc1cc([C@@H]2CC=C(C(=O)O)CN2S(=O)(=O)c2ccc(C)cc2)cc(OC)c1OC	4%
Cc1sc2ncnc(N3CCC(C(=O)Nc4nc(-c5ccc(F)cc5)cs4)CC3)c2c1C	2%
Cc1c(C(=O)N2CCN(c3ncccn3)CC2)oc2c(Cl)cccc12	6%
CN(Cc1ccccc1)C(=O)c1cccc(NC(=O)Cc2ccc(NC(=O)C3CCN(C(=O)c4ccccc4)CC3)cc2)c1	-4%	NS5 inhibitors pilot replicate=-7.9
Cc1n[nH]c(C)c1S(=O)(=O)N(C)Cc1ccco1	1%
Cc1cc(C)c2c(=O)n(CC(=O)N3CCN(c4ccccc4)CC3)ccc2n1	-3%
COc1cccc(CC(=NO)c2cccc(OC)c2)c1	-5%
CCN(C[C@H]1N[C@@](CC)(C(=O)OC)[C@H]2C(=O)N(Cc3ccccc3)C(=O)[C@@H]12)C(=O)Nc1ccc(Cl)cc1	-2%	NS5 inhibitors pilot replicate=-3.9
O=C1NC2CCCCC2C(=O)N1OS(=O)(=O)c1ccccc1 (stereo not given)	-22%
Cc1c(N(C)S(=O)(=O)c2ccc(Cl)c(C(=O)N3CCC(C(N)=O)CC3)c2)c(=O)n(-c2ccccc2)n1C	4%
CN(C)S(=O)(=O)c1ccc(/C(O)=C2/C(=O)C(=O)N(CCCN3CCOCC3)C2c2ccncc2)cc1 (stereo not given)	-6%
C[C@@H]1CN([C@H](C)CO)C(=O)c2c(c3ccccc3n2C)-c2ccccc2CO[C@H]1CN(C)Cc1ccc(Oc2ccccc2)cc1	-1%
C[C@H](CO)N1C[C@H](C)[C@H](CN(C)C(=O)c2ccccn2)Oc2ncc(Br)cc2C1=O	2%
CC(=NNC(=O)c1ccncc1)c1ccccc1O	-2%
Nc1nc(N)nc(C2C=CCCC2)n1 (stereo not given)	-1%
Cc1cc(C)c(OCC(=O)OCC(=O)NCc2ccco2)c(C)c1	-5%
Nc1ccc2c(c1Br)Cc1ccccc1-2	-9%
CC(=O)c1cccc(NC(=O)C(C)OC(=O)CCc2nc3ccccc3c(=O)[nH]2)c1 (stereo not given)	1%
Cc1ccccc1C1CC(=O)Oc2cc(O)ccc21 (stereo not given)	7%	NS5 inhibitors pilot replicate=13
CN(CC(=O)Nc1ccccc1Cl)C(=O)c1ccc(N2CCCCCC2)c([N+](=O)[O-])c1	3%
CC(C)(C)N(Cc1ccccc1)C(=O)COC(=O)C1CC(=O)N(Cc2ccccc2)C1 (stereo not given)	-9%

Random excerpt: 2 entries already listed, in no set order.
SMILES	NS5 inhibitors	others
C[C@@H]1CN([C@H](C)CO)C(=O)c2c(c3ccccc3n2C)-c2ccccc2CO[C@H]1CN(C)Cc1ccc(Oc2ccccc2)cc1	-1%
CC(C)(C)N(Cc1ccccc1)C(=O)COC(=O)C1CC(=O)N(Cc2ccccc2)C1 (stereo not given)	-9%

The main list resumes, repeating the two entries before the break.
SMILES	NS5 inhibitors	others
CN(CC(=O)Nc1ccccc1Cl)C(=O)c1ccc(N2CCCCCC2)c([N+](=O)[O-])c1	3%
CC(C)(C)N(Cc1ccccc1)C(=O)COC(=O)C1CC(=O)N(Cc2ccccc2)C1 (stereo not given)	-9%
C#CCOCCOCCOCCNc1nc(N2CCN(C(=O)CCCCCCCCCCNC(=O)[C@H](CCCCN)n3cc(CCCC(=O)O)nn3)CC2)nc(N2CCN(C(=O)CCCCCCCCCCNC(=O)[C@H](CCCCN)n3cc(CCCC(=O)O)nn3)CC2)n1	-2%
CC(=O)CC(=O)NC1CCc2ccccc21 (stereo not given)	-3%
Cc1ccc(-c2nc(SC(C)C(=O)NC3CC3)n[nH]2)cc1 (stereo not given)	3%
O=C1C(Cc2ccccc2)Nc2ncnc(N3CCCCC3)c2N1Cc1ccc(Br)cc1 (stereo not given)	-6%
N#Cc1ccc(CN2CCN(C(=O)C3CC(=O)N(c4ccc5c(c4)OCCO5)C3)CC2)cc1 (stereo not given)	-5%
COCCN=C(NS(=O)(=O)c1cccs1)c1ccccc1Cl	0%
Cc1ccccc1-c1nnc(SC(C)C(=O)NC2CCCC2)o1 (stereo not given)	3%
CCOc1ccc(NS(=O)(=O)c2cccc(C(=O)N(C)Cc3ccco3)c2)cc1	-6%
CC(C)C1C(=O)N(Cc2cn(CC3CCCCC3)nn2)CCS(=O)(=O)N1Cc1ccc(-c2ccccc2)cc1 (stereo not given)	-1%
O=C(c1cc(-c2ccccc2Cl)nc2ccccc12)N1CCC1	2%
CC(C)C(NC(=O)c1c(F)cccc1F)C(=O)NNC(=O)c1ccccc1 (stereo not given)	2%
O=C(C[C@H]1C/C=C\C[C@H](NC(=O)OCC2c3ccccc3-c3ccccc32)C(=O)OC[C@H]2CCCN2C1=O)NCCO	0%
O=C(O)/C(=C\c1ccc(C(F)(F)F)cc1)c1ccc(S(=O)(=O)N2CCCC2)s1	3%
O=C(O)c1ccc(Cl)c(NC(=O)C2CCN(S(=O)(=O)c3ccc4c(c3)OCCO4)CC2)c1	1%
COCOCCn1cc(CN2CCS(=O)(=O)N(Cc3ccc(-c4ccc(F)nc4)cc3)C(CC(C)C)C2=O)nn1 (stereo not given)	3%
COc1ccc(OC)c(NS(=O)(=O)c2cc3c4c(c2)CCN4C(=O)CC3)c1	-1%
COc1ccc(N2CCN(S(=O)(=O)CCNC(=O)C(C)Oc3ccccc3)CC2)cc1 (stereo not given)	-1%
Cc1csc(=O)n1CC(=O)OC(C)C(=O)Nc1cccc(Cl)c1 (stereo not given)	6%
CS(=O)(=O)Nc1ccccc1C(=O)OCC(=O)NC1CC1	-4%
CCCCn1c(SCC(=O)Nc2oc(C)c3c(C)n[nH]c(=O)c23)nc2cc(S(N)(=O)=O)ccc21	-1%
COc1cc(C[C@@H]2C(=O)OC[C@H]2Cc2ccc(OC)c(OC)c2)ccc1O	-3%
CCOc1ccc(OCCC(=O)Nc2ccc3c(c2)OCO3)cc1	6%
COc1ccc(Br)c(C(=O)OCC(=O)NC2CCCCCCC2)c1	1%
CCOC(=O)Nc1cccnc1Sc1ccc(Cl)cc1	6%
COCCN(C(=O)COC(=O)CSc1cc(C)ccc1C)c1c(N)n(Cc2ccccc2)c(=O)[nH]c1=O	1%
CN(C)CCC(=O)N1C/C(=C/c2ccccc2)C(=O)/C(=C\c2ccccc2)C1	18%
Cc1cc(C)c(CNC(=O)c2cc(C3CC3)nc3c2cnn3C(C)C)c(=O)[nH]1	-2%
CCN(C[C@H]1N[C@@](Cc2ccccc2)(C(=O)OC)[C@H]2C(=O)N(Cc3ccccc3)C(=O)[C@@H]12)S(=O)(=O)c1ccc(C(C)(C)C)cc1	1%	NS5 inhibitors pilot replicate=-0.9
CN(CC(=O)Nc1ccccc1C(=O)NC1CC1)Cc1ccc(Cl)cc1	1%
Cc1nc(SC(C)C(=O)NC2CCCC2)c2ccccc2n1 (stereo not given)	-2%
Cc1ccc(S(=O)(=O)N2CCOCC2)cc1NC(=O)COC(=O)Cc1ccc(Cl)cc1	4%
C[C@@H]1CN([C@@H](C)CO)C(=O)c2cc(C#Cc3cccc(F)c3)cnc2O[C@H]1CN(C)C(=O)C1CCCCC1	0%
O=C(c1cc(-c2ccccc2)nc2ccccc12)N1CCN(C2CCS(=O)(=O)C2)CC1 (stereo not given)	-7%
CCOc1ccccc1OCCCC(=O)N1CCN(S(=O)(=O)c2cc(F)ccc2F)CC1	-1%
COc1cccc(NC(=O)CN(C)C(=O)CSCc2nc3scc(-c4cccs4)c3c(=O)[nH]2)c1	-8%
CC1(C)C(=O)Nc2ccccc2N1C(=O)COc1ccccc1C#N	-2%
C#CCOCCOCCOCCNc1nc(N2CCN(C(=O)CCCCCCCCCCNC(=O)Cn3cc(CCCCCN)nn3)CC2)nc(N2CCN(C(=O)CCCCCCCCCCNC(=O)[C@H]([C@@H](C)CC)n3cc(CCCCCN)nn3)CC2)n1	-14%
CCC(=O)c1ccc(OCC(=O)OC(C)C(=O)N2CCc3ccccc32)cc1 (stereo not given)	1%
COc1ccc(S(=O)(=O)NCC(c2ccc(C)cc2)N2CCN(C)CC2)cc1OC (stereo not given)	-1%
Cc1ccc(-c2csc3ncnc(N4CCN(S(=O)(=O)c5cccs5)CC4)c23)cc1	3%
O=C1COc2ccc(C(=O)COC(=O)c3nc(Cl)ccc3Cl)cc2N1	-4%
Cc1ccc(NC(=O)C2CC(=O)N(c3ccc4c(c3)OCCO4)C2)nc1 (stereo not given)	-2%
O=C(O)COc1ccc(C=C2SC(=S)N(c3ccccc3)C2=O)cc1	14%
C=C1CC[C@@H]2[C@](C)(CCC[C@@]2(C)/C=C/[C@@H](O)C(C)(C)O)[C@H]1CC(=O)NCCS(=O)(=O)O	-11%	NS5 inhibitors pilot replicate=-9.8
COc1ccc(Cl)cc1C(=O)NN=C1CCCC1	-11%
O=C(CN1C(=O)NC(Cc2c[nH]c3ccccc23)C1=O)Nc1ccc(F)c(F)c1F (stereo not given)	-2%

The list is partial; the hit share may differ from the screen's.
